Screens (PubChem)
DRD3 agonist: activates the human D3 dopamine receptor; P35462; D3R DiscoveRx beta-arrestin cells, luminescence, 90 min; max activation, %; 410,000 tested, 0.58% active; in the data active means max activation above about 30%; further: 0% is about no effect; mostly tested at two doses, the higher about 12 µM
Target sequence (P35462 whole entry, looked up): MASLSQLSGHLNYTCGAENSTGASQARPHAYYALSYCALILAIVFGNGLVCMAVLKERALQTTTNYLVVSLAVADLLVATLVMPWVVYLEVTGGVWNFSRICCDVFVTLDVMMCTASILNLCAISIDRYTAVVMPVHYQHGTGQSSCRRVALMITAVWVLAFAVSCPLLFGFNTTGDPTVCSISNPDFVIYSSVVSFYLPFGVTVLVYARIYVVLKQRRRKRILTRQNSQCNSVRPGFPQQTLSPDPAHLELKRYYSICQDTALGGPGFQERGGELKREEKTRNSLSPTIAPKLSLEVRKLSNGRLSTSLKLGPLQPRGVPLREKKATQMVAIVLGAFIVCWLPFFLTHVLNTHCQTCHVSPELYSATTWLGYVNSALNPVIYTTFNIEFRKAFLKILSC
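Cells at 1500/well, incubated overnight, then treated with pinned compounds (dopamine as control) for 90 min at 37 degrees C. DiscoveRx reagent added for 30 - 60 minutes at room temperature; luminescence read.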
HT1080 IDH1KD tx: toxicity to HT-1080 IDH1 knockdown cells (counter line) | HT-1080 IDH1 knockdown viability, ATP luminescence, 48 h | Potency, µM (titrated, usually from 46.1 µM), without a hit: at the highest dose activity, negative = toxicity, actives largely listed as cytotoxic | 360,000 tested, 2% active | AID 686971;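 further: potency means the concentration at half of the fitted maximal effect; 0% = DMSO wells and -100% = cell-free medium wells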
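HT-1080-IDH1KD cells (IDH1 knocked down), 750/well in RPMI with 5% FBS, treated with compound 48 h at 37 degrees C. Viability by CellTiter-Glo luminescence, normalised to DMSO and no-cell wells; concentration-response curves classed.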
IL1B secr inh: blocks inflammasome-driven IL-1 beta release; THP-1 LPS/ATP IL-1B secretion, AlphaLISA, 16 h; stronger effect = lower value; AID 743279; 360,000 tested, 4.7% active; activity change, % at 57.5 µM; in the data active means activity change below about -50%; inconclusive means mostly about -30% to -49%; further: on the % scale 0 is the no-effect control and ±100 the full control effect
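Secreted IL-1B measured by AlphaLISA bead assay after 16 h compound exposure of THP-1 cells; compounds (final up to 57.5 uM) added 1 h before LPS (250 ng/mL) and ATP (1.25 mM) stimulation; lower signal means less secretion.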
SW480 rereplic: DNA re-replication induction in SW480 cells; Potency, µM (series often up to 46.1 µM), for the others: top-dose re-replication activation, actives largely listed as activators; 340,000 tested, 1.8% active; SW480 DNA re-replication, Hoechst DNA content imaging, 48 h; further: potency means the concentration at half of the fitted maximal effect; % of control where 0% means no effect; nearly all actives have a fitted effect of over 55% in size
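Quantitative HTS format with DMSO vehicle controls; 48 hr drug incubation at 37 C, then 40 min Hoechst staining and scanning imager measurement at 405 nm excitation.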
MCF10A rerep: induces DNA re-replication in MCF 10a normal breast cells; MCF 10A DNA re-replication, Hoechst nuclear intensity, 48 h; 350,000 tested, 2.9% active; Potency, µM (titrated, usually from 46.1 µM), inactives show at the top dose activity, positive = re-replication, usual class: activators; further: potency means the concentration at half of the fitted maximal effect; % of control where 0% means no effect; nearly all actives have a fitted effect of over 50% in size
HT1080-NT tox: kills 2HG-producing HT-1080-NT fibrosarcoma cells. Potency, µM (series often up to 46.1 µM), inactives show at the highest dose activity, negative = less viability, actives largely listed as cytotoxic. AID 686970. 360,000 tested, 1.6% active. HT-1080-NT fibrosarcoma viability, CellTiter-Glo ATP luminescence, 48 h;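 further: NT is the 2HG producing partner of a matched IDH1 knockdown line; potency means the concentration at half of the fitted maximal effect; 0% = DMSO-treated cells and -100% = media-only wells without cells; nearly all actives have a fitted effect of over 55% in size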
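Compounds were tested in concentration-response format on HT-1080-NT cells for 48 hours at 37 degrees C. Cell viability came from CellTiter-Glo luminescence; curves were classified by r2, response magnitude and activity.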
KB-V1 cytotox: kills drug-selected multidrug resistant KB-V1 cells | KB-V1 MDR cells viability, CellTiter-Glo, 72 h | Potency, µM (top dose mostly 46.1 µM), inactives show top-dose activity change, negative = cytotoxicity, most hits filed as cytotoxic | 400,000 tested, 3.4% active; further: potency means the concentration at half of the fitted maximal effect; on the % scale 0 is the no-effect control and ±100 the full control effect; nearly all actives have a fitted effect of over 60% in size
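Cells of the MDR subline KB-V1 are plated, dosed with compound at multiple concentrations, and incubated 72 h at 37 degrees C; CellTiter-Glo is then added and luminescence read after 10 min.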
KB-3-1 tox: kills parental KB-3-1 adenocarcinoma cells; KB-3-1 viability, CellTiter-Glo ATP luminescence, 72 h; 400,000 tested, 1.4% active; Potency, µM (doses to about 46.1 µM), for inactives: at the top dose activity change, negative = cytotoxic, most hits filed as cytotoxic; further: potency means the concentration at half of the fitted maximal effect; on the % scale 0 is the no-effect control and ±100 the full control effect; nearly all actives have a fitted effect of over 60% in size
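Using CellTiter-Glo luminescence, growth of non-resistant KB-3-1 adenocarcinoma cells is assessed 72 h after pin-tool compound addition at 37 °C. Normalized responses across the concentration series yield fitted curves.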
GLP1R cytotox: cytotoxicity counter-screen for GLP-1 receptor inverse agonists | HEK293 cAMP-luciferase reporter cells, luminescence, 24 h | Potency, µM (top dose mostly 38.3 µM), for the others: top-dose activity change, negative = inhibition, most hits filed as inhibitors | 410,000 tested, 0.13% active;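 further: loss of luciferase light is scored as toxicity; potency means the concentration at half of the fitted maximal effect; on the % scale 0 is the no-effect control and ±100 the full control effect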
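1536-well qHTS counterscreen of the MLSMR; 200 cells/uL, 12 h pre-incubation, 23 nL cpd, 24 h at 37 deg C 5% CO2, luciferase detection reagent, 12 min RT, luminescence. Inhibition = undesired.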
* hit, by the source's call; ? = inconclusive; · = not tested or not shown; & = joins results of further samples; [ ] = dose if it differs, or a comment. Unless noted, the call rests on the fitted dose curve; in most records, active means well fitted curve in the direction sought with a large enough effect; inconclusive means small, poorly fitted or top-dose-only effect, or another doubt; inactive means no such curve, though single readings can be large; an effect the other way counts as inactive or inconclusive.

SMILES | DRD3 agonist | HT1080 IDH1KD tx | IL1B secr inh | SW480 rereplic | MCF10A rerep | HT1080-NT tox | KB-V1 cytotox | KB-3-1 tox | GLP1R cytotox
Cc1ccc2scc(N3CCCC(C)C3)c(=O)c2c1 (stereo not drawn) | -5.2 | · | · | · | · | · | -1.1% | 25.4% | -7.2%
COc1ccc(CN(C)C(=O)/C=C/[C@H]2O[C@@H](n3cnc4c(N)ncnc43)[C@H](O)[C@@H]2O)cc1OC | -2.3 | 5.2% | 24.4 | · | · | -0.1% | 13.0% | 0.1% | 0.2%
OCCCn1c(CCNc2nc(-c3ccc(Cl)cc3)cs2)nc2cc(C(F)(F)F)ccc21 | 15.3 | 2.2% | 18.1 | -5.3% | -13.4% | -0.8% | -5.9% | -0.9% | 6.7%
CCOC(=O)CC(=O)CSc1ncnc2c1oc1ccccc12 | -3.4 | -7.1% | -8.9 | 27.4% | 44.2% | -10.6% | 0.0% | 0.0% | 12.2%
Cc1nc2ccccc2c(=O)n1/N=C/c1cn[nH]c1-c1ccccc1 | 4.4 | -9.8% | -13.7 | -5.5% | 10.3% | -9.9% | -12.9% | ? | -25.2%
Cc1ccccc1CNC(=O)Cn1ccc2cc(S(=O)(=O)N3CCCCC3)ccc21 | -10.6 | · | · | · | · | · | -1.8% | -9.1% | 9.5%
O=C1NCCCN1C1OC(CO)C(O)C1O (stereo not drawn) | 5.9 | 15.4% | 8.8 | · | · | 0.6% | 15.6% | 3.4% | -3.1%
Cc1noc(NS(=O)(=O)c2ccc(NC(=O)CSc3ncccn3)cc2)c1C | -10.3 | -5.0% | 13.1 | -1.7% | 9.9% | 0.0% | -1.8% | 0.9% | ?
CCN(CC)c1ccc(NC(=O)CN2CCN(c3ccccc3F)CC2)cc1 | 0.0&-4.6 | -2.3% | -8.6 | 0.7% | 3.5% | -5.9% | -20.0% | -0.4% | -4.8%&11.5%
O=C(NCc1cccc(Cl)c1)c1cnc(N2CCOCC2)c2ccccc12 | 6.5 | · | · | · | · | · | 0.2% | 6.7% | 0.3%
COC(=O)c1ccc2nc(-c3ccc(OC)c(OC)c3)c(Cc3ccsc3)n2c1 | -7.1 | -7.4% | -1.8 | · | · | 13.4% | 11.6% | 0.1% | -11.6%
COc1cc(NC(=O)Nc2cccc3cccnc23)cc(OC)c1OC | 7.2 | 6.6% | ? | -6.7% | -0.8% | -0.5% | -3.6% | -2.0% | -24.8%
Cc1ccc(S(=O)(=O)NCCCC(=O)C=[N+]=[N-])cc1 | 2.4 | 0.2% | -15.9 | -4.0% | 1.6% | 8.4% | 14.7% | -3.5% | -15.9%
COC(=O)c1ccc(C(=O)OC)c(NC(=O)COC(=O)C2CCC(C(C)(C)C)CC2)c1 (stereo not drawn) | -2.2 | -11.1% | 29.7 | ? | -182.9%[0.0737 µM] | -1.2% | -0.9% | 18.2% | 7.1%
Cc1ccc(Nc2c(-c3cccnc3)nc3ccc(Cl)cn23)cc1 | 9.5 | · | · | · | · | · | -14.4% | -6.3% | -9.4%
CC(C)CN(C(=O)CSc1nc2ccccc2c(=O)[nH]1)c1c(N)n(CC(C)C)c(=O)[nH]c1=O | -4.5 | 0.5% | -2.6 | -6.3% | -1.4% | -3.3% | 1.9% | 8.3% | -8.1%
COc1ccc(C2C(C(=O)c3cccs3)=C(O)C(=O)N2Cc2cccnc2)cc1OC (stereo not drawn) | 5.6 | 15.9% | 26.6 | -9.5% | -0.6% | 16.2% | -2.6% | ? | 5.5%
CCCCN(CCCC)S(=O)(=O)c1ccc(OC)c2ncccc12 | 1.2 | -4.9% | -9.7 | ? | ? | -22.2% | ? | -3.0% | -27.3%
CCN(CC)CCNCC(O)(c1ccc(Cl)cc1)c1ccc(Cl)cc1 | -25.3 | 20.6µM* | -86.6* | ? | 6.8% | 20.6µM* | -25.5% | -0.7% | 1.8%
CC(C(=O)Nc1nc(-c2ccc(F)cc2)cs1)N1C(=O)C2CC=CCC2C1=O (stereo not drawn) | 8.3 | 20.9% | -80.9* | 1.3% | -2.3% | 10.0% | -12.3% | 8.7% | -4.6%
O=C(c1ccc2c(c1)OCO2)N1CCC2(CC1)Oc1ccc(Cl)cc1C(=O)C21CC(c2ccccc2)=NO1 (stereo not drawn) | -20.3 | -5.7% | -11.9 | 17.6% | -5.7% | 1.4% | -10.3% | 2.9% | 4.47µM*
COc1cccc(C(=O)c2ncc(C(F)(F)F)cc2Cl)c1 | -1.5 | 10.0% | 2.0 | 0.4% | -4.0% | 6.8% | 11.7% | 0.5% | 6.4%[7.66 µM]
Cc1nn(CC(=O)NCc2cccnc2)c(C)c1[N+](=O)[O-] | -6.4 | 11.7% | 26.1 | ? | -3.0% | 12.3% | 8.9% | 1.2% | -1.6%
Cc1cc(N2C(=O)C(O)=C(C(=O)c3ccc(C)o3)C2c2cccc(Oc3ccccc3)c2)no1 (stereo not drawn) | 4.3 | 3.8% | 5.4 | ? | 25.9µM* | 0.6% | 0.0% | 7.4% | -4.0%
CN1CCN(CCCNC(=O)c2cc3c(=O)oc4ccccc4c3s2)CC1 | -3.8 | -5.9% | -17.7 | -1.8% | 1.3% | -9.3% | -0.2% | 21.1% | -6.0%
COC(=O)c1ccccc1N=Nc1c(N)n[nH]c1N | 6.4 | -0.1% | -60.0* | 0.2% | -3.7% | 2.9% | ? | -5.2% | -8.3%
Cc1cnc(C(=O)N(CC(C)C)c2c(N)n(CC(C)C)c(=O)[nH]c2=O)cn1 | -13.6 | -1.5% | 12.3 | -4.6% | 2.2% | -6.0% | 9.1% | 6.8% | -5.5%
Cc1cc(/C=C2\SC(=Nc3ccc(N4CCOCC4)cc3)N(C)C2=O)c(C)n1-c1cccnc1 | -1.9 | 3.1% | 2.8 | -4.8% | 4.3% | 3.6% | -16.3% | 11.8% | 7.4%[1.53 µM]
COc1ccc(/C(N)=N/OC(=O)c2ccco2)cc1 | 2.9 | -3.9% | -1.1 | -8.6% | -1.5% | -11.2% | ? | -1.1% | -1.1%
CSc1ncc(C(=O)Nc2ccccc2C(F)(F)F)c(-c2ccccc2)n1 | -15.3 | · | · | · | · | · | -12.1% | 10.7% | -4.3%
CC(C)CC(C(=O)Oc1ccc2c3c(c(=O)oc2c1)CCC3)N1C(=O)c2ccccc2C1=O (stereo not drawn) | 1.7 | 8.3% | 25.8 | -1.9% | 0.3% | 13.2% | -4.5% | ? | -0.7%
Cc1ccc(CN(C)C(=O)c2ccc(S(=O)(=O)N3CCCCCC3)cc2)o1 | -7.5 | -0.7% | -6.8 | -155.5%[inhibitor] | 1.8% | -7.1% | -11.7% | 3.1% | -2.6%
COc1ccc(-c2csc(C3=C(O)CN(C(C)C)C3=N)n2)cc1OC | 22.8 | -11.8% | -75.6* | 7.8% | -4.8% | 0.0% | -5.2% | ? | -5.4%
COC1CCCN(Cc2nc(Cc3ccccc3F)no2)C1 (stereo not drawn) | 28.4 | 0.6% | -4.3 | -2.1% | -3.2% | 1.8% | -6.6% | 9.1% | -1.0%
CCCS(=O)(=O)N1CCCC(C(=O)NCCN2CCC(Cc3ccccc3)CC2)C1 (stereo not drawn) | -10.6 | 1.0% | 0.0 | -3.2% | 2.1% | -8.0% | -15.8% | -1.1% | -2.0%
COc1ccc(-c2occ(C(=O)O)c2C(=O)O)cc1 | 1.2 | 3.5% | -1.7 | -27.3% | -1.7% | 1.2% | 5.9% | -4.4% | 3.3%
O=C(c1cc([N+](=O)[O-])[nH]n1)N1CCSCC1 | -14.3 | 0.8% | 14.2 | -3.1% | -1.4% | 18.0% | ? | 1.0% | 10.3%
CCOc1cc2c(cc1OC)C(c1cccc([N+](=O)[O-])c1)NCC2 (stereo not drawn) | -2.5 | -4.5% | 4.9 | 17.8% | 1.4% | 0.0% | 3.5% | 5.6% | 7.9%
CCOC(=O)CCCc1sc(N)nc1-c1[nH]c(=O)[nH]c1C | -1.7 | 3.8% | -82.6* | ? | 3.9% | -4.7% | 1.1% | -4.6% | 7.6%
COc1ccccc1/C=C1\C(=O)Nc2ccccc21 | 1.0 | -0.9% | -16.3 | -1.7% | 6.2% | -12.0% | -22.4% | -14.9% | -9.2%
CC(=O)N(c1nc(/C=C\C(=O)O)cs1)c1ccccc1F | -3.4 | -6.8% | 0.0 | 1.3% | 1.7% | 3.1% | ? | -27.3% | 2.9%
O=C(CCCOc1ccccc1)Nc1cccc(S(=O)(=O)N2CCCCCC2)c1 | -15.8 | 2.2% | 24.5 | -21.4% | ? | -2.9% | -4.7% | -15.8% | 3.5%
Cc1ccc(CN(C)C(=O)c2cccc(S(=O)(=O)N3CCCC3)c2)o1 | -1.2 | 2.6% | 23.6 | 4.2% | -21.4% | 5.8% | ? | 2.3% | -0.6%
Cc1c(Br)cccc1NC(=O)C1(C)CCN1Cc1ccccc1OC(F)F (stereo not drawn) | 3.1 | ? | -1.5 | · | · | ? | -22.4% | 0.0% | 2.5%
OCCN(CCO)c1ccc2ccccc2c1 | 5.9 | -3.2% | 18.0 | 1.0% | -0.2% | 4.2% | 15.8% | -5.4% | -4.2%

Grouped by structure, the compounds so far containing a nitro group on carbon (three)
SMILES | DRD3 agonist | HT1080 IDH1KD tx | IL1B secr inh | SW480 rereplic | MCF10A rerep | HT1080-NT tox | KB-V1 cytotox | KB-3-1 tox | GLP1R cytotox
Cc1nn(CC(=O)NCc2cccnc2)c(C)c1[N+](=O)[O-] | -6.4 | 11.7% | 26.1 | ? | -3.0% | 12.3% | 8.9% | 1.2% | -1.6%
O=C(c1cc([N+](=O)[O-])[nH]n1)N1CCSCC1 | -14.3 | 0.8% | 14.2 | -3.1% | -1.4% | 18.0% | ? | 1.0% | 10.3%
CCOc1cc2c(cc1OC)C(c1cccc([N+](=O)[O-])c1)NCC2 (stereo not drawn) | -2.5 | -4.5% | 4.9 | 17.8% | 1.4% | 0.0% | 3.5% | 5.6% | 7.9%

No enrichment for hits, and some 11% of all compounds hit somewhere here.
